# Screening data: PubChem BioAssay, Sanford-Burnham Center for Chemical Genomics
# mIAP block = inhibitors of mouse IAP, primary screen, biochemical, luminescence, uHTS. intestinal alkaline phosphatase [Mus musculus]. purified mouse IAP, CDP-Star luminescence, 30 min. inhibition, % at 10 µM. actives 0.2% (n = 330,000). AID 2806, 2010;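 active means inhibition of at least 40% at 10 µM in the primary screen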;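 further: plate controls were DMSO with enzyme for no effect and no enzyme wells for full effect; values of inactives mirror those of a sister screen read the other way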
# hIAP activ = human IAP activators, primary screen, biochemical, luminescence, uHTS. purified human IAP, CDP-Star luminescence, 30 min; hits give high values; 1 = vehicle-only enzyme, 0 = enzyme-free background. AID 2524, 2010. activation factor at 10 µM. actives 0.16% (n = 330,000). Intestinal-type alkaline phosphatase (Homo sapiens), P09923;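 active means activation factor of the enzyme at least 2-fold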; further: the source names both 10 and 20 µM as test concentration; values of inactives mirror those of a sister screen read the other way
# hIAP block = human IAP inhibitors, primary screen, biochemical, luminescence, uHTS | Intestinal-type alkaline phosphatase (Homo sapiens), P09923 | purified IAP, CDP-Star luminescence, 30 min | inhibition, % at 10 µM | actives 0.12% (n = 330,000) | AID 2544, 2010;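 active means inhibition reaching a set limit with compound at 10 µM in the primary screen, cut at about 35% in these data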;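 further: plate controls were DMSO wells with enzyme for no effect and no-enzyme buffer wells for full effect; values of inactives mirror those of a sister screen read the other way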
# APOBEC3G inh = APOBEC3G DNA deaminase inhibitors, primary screen, biochemical, fluorescence, single-stranded DNA substrate, uHTS; DNA dC->dU-editing enzyme APOBEC-3G (Homo sapiens), Q9HC16; recombinant A3G, ssDNA deamination FAM/TAMRA fluorescence; inhibition, % at 20 µM; actives 0.28% (n = 330,000); AID 493012, 2011;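 active means inhibition of at least 40% at 20 µM, with no more than 30% in the related APOBEC3A deaminase screen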;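 further: plate controls were DMSO wells with A3G for no effect and wells lacking A3G enzyme for full effect; some compounds called inactive have numbers as strong as hits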
# Target sequence (Q9HC16 whole entry, looked up): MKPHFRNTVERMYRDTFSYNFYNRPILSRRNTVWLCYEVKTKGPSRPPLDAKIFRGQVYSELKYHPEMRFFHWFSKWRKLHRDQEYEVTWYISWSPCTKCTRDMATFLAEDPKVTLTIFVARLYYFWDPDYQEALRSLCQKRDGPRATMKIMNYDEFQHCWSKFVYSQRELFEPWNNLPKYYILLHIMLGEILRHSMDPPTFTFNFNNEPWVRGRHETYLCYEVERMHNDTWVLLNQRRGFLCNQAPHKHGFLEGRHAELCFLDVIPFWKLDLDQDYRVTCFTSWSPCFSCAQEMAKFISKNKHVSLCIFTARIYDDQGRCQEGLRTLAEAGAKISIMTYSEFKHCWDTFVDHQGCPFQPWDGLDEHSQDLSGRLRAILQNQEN
# SENP1 FRET inh = human SENP1 catalytic domain inhibitors, primary screen, biochemical, FRET, uHTS; Sentrin-specific protease 1 (Homo sapiens), Q9P0U3; recombinant SENP1 catalytic domain, CyPet-SUMO1-YPet FRET cleavage; inhibition, % at 10 µM; actives 0.21% (n = 360,000);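 active means inhibition at least 30% at 10 µM, raw YFP signal under a set limit, fluorescence ratio 0.5 to 1.5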;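 further: 0% = enzyme with DMSO and 100% = no enzyme wells; some results filed as inactive read as strong as hits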
# Target sequence (Q9P0U3 419-644 limits assumed): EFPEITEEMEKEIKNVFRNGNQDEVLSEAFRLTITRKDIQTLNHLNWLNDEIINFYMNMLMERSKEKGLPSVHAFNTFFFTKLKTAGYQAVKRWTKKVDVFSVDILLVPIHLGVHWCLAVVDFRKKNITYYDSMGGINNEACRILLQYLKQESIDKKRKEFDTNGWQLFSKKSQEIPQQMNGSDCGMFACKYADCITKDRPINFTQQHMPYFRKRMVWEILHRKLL
#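 Material: hSENP1 catalytic domain, recombinant; medium: Tris pH 8 with BME, BSA, NP40 and catalase; compound: single concentration of 10 µM compound, 0.5% DMSO final; technique: FRET read of cyan and yellow fluorescence; timing: 50 min enzyme reaction, room temperature, light-protected; reagent: SFCypet-SUMO1-SFYpet substrate at 25 nM; control set: no-enzyme low, enzyme-DMSO high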
# beta cell repl = inducers of MIN6 beta-cell proliferation, primary screen, ATP luminescence, uHTS; MIN6 cells proliferation, ATPlite luminescence, 48 h; cells starved in 0.2% serum; 100% = growth in 10% serum; proliferation, % at 10 µM; actives 0.29% (n = 330,000); AID 2380, 2010;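 active means compounds whose signal lies at least 3.5 SD above the mean of all wells on their plate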;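 further: 0% = DMSO-treated cells in low-serum medium and 100% = 10% serum control; some compounds called inactive have numbers as strong as hits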
# A3A deaminase = APOBEC3A ssDNA deaminase inhibitors, primary screen, selectivity assay for APOBEC3G inhibitor project, biochemical, FAM/TAMRA oligo cleavage fluorescence; recombinant A3A, FAM/TAMRA ssDNA deamination fluorescence; inhibition, % at 20 µM; actives 0.41% (n = 330,000);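 active means at least 40% inhibition at 20 µM here, with at most 30% in a related deaminase screen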;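 further: plate controls were A3A with DMSO for no effect and wells lacking A3A enzyme for full effect; some results filed as inactive read as strong as hits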
# Target sequence (P31941 whole entry, looked up): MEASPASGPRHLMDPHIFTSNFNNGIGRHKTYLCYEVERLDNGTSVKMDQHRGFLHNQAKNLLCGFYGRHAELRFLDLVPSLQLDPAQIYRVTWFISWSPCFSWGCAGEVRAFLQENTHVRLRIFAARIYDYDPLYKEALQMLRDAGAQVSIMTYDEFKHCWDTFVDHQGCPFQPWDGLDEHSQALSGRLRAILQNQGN
# mIAP activ = activators of mouse IAP, primary screen, biochemical, luminescence, uHTS. muIAP, CDP-Star luminescence, 30 min; hits give high values; 1 = vehicle-only enzyme signal, 0 = enzyme-free wells. activation factor at 10 µM. actives 0.24% (n = 330,000). AID 2805, 2010;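 active means activation factor of at least 2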; further: the source names both 10 and 20 µM as test concentration; values of inactives mirror those of a sister screen read the other way
#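 Assay system: mouse IAP enzyme; Reagent: CDP-Star chemiluminescent phosphatase substrate; Compound: DMSO-dissolved test compounds; Incubation: 30 min, room temperature; Technique: luminescence from enzymatic CDP-Star hydrolysis; Controls: DMSO-only wells and no-enzyme negative control.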
# NLRP3 yeast inh = NALP3 inflammasome inhibitors in reconstituted yeast, primary screen, luminescence, uHTS; actives 0.39% (n = 330,000); AID 2825, 2010; Yeast reconstituted NLRP3/ASC/caspase-1, beta-gal luminescence, 24 h; inhibition, % at 10 µM;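 active means inhibition of 50% or more; inactive means inhibition below 50%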;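 further: plate controls were induced DMSO wells for no effect and uninduced yeast grown without galactose for full effect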
# Numbers without * were called inactive; x = not tested or not shown.
SMILES,mIAP block,hIAP activ,hIAP block,APOBEC3G inh,SENP1 FRET inh,beta cell repl,A3A deaminase,mIAP activ,NLRP3 yeast inh
CC(C)[C@H](NC(=O)c1ccco1)C(=O)OCC(=O)Nc1ccc(Cl)c(S(=O)(=O)N(C)C)c1,1,1,-4,-3,3,-2,2,0.99,-10
Cc1nc(NC(=O)c2ccc(F)cc2)sc1C(=O)Nc1ccc2c(c1)CCC2,2,1,-3,-8,0,1,0,0.98,12
N#C/C(=C\c1ccncc1)c1ccccn1,-5,1.1,-9,-5,1,4,1,1,24
CCOC(=O)c1cc2c(=O)n3ccccc3nc2n(Cc2ccco2)c1=NC(=O)c1cccnc1,6,0.89,11,5,-22,9.5*,5,0.94,3
CCc1ccc(OCC(=O)N2CCc3ccccc32)cc1,3,0.84,16,-2,2,0,0,0.97,47
COc1ccccc1OCC(=O)OCC(=O)Nc1sccc1C(N)=O,6,1,-1,10,2,0,3,0.94,4
COC(=O)c1ccc(OC(=O)N2CCOCC2)cc1,8,0.9,10,-6,-1,-2,-7,0.93,17
Cc1ccc(/C=c2/sc3nnc(-c4ccccc4Cl)n3c2=O)o1,10,0.92,8,5,-19,-4,11,0.9,12
Cc1cc(/C([O-])=C(/C(=S)Nc2ccc(F)cc2)[n+]2ccccc2)c(C)n1-c1ccc(F)cc1,25,0.99,1,4,-14,-4,-3,0.75,22
Cc1ccnc(NS(=O)(=O)Cc2ccccc2)c1,0,1.1,-10,-3,0,0,-1,1,-9
Cc1c(C(=O)Nc2cc(F)ccc2F)sc2nc3n(c(=O)c12)CCCCC3,-3,1.1,-12,-5,-1,-2,-6,1,9
CN(C)c1ccnc2sc3c(=O)n(Cc4ccccc4)cnc3c12,-5,1,-4,-6,1,5,-4,1.1,4
COc1ccccc1NC(C)=O,-6,0.99,1,-8,0,-2,-6,1.1,7
CC(=O)NC(=O)Nc1sc(=S)n(C)c1C,39,0.83,17,4,0,1,4,0.61,5
Cc1ccccc1-n1c(SCC(=O)N/N=C/c2sccc2C)nc2ccccc2c1=O,0,0.89,11,-5,0,-4,2,1,14
O=C(c1ccccc1Cc1ccccc1)N1CCN(S(=O)(=O)c2ccccc2)CC1,-2,1.1,-8,-8,-1,2,-2,1,11
CC(=O)c1ccccc1NC(=O)CSc1nnc2ccccn12,-12,1.2,-19,-5,x,-1,-4,1.1,22
COc1cc(NCC(=O)Nc2cccc(S(=O)(=O)N3CCCCC3)c2)cc(OC)c1OC,-10,1,-4,-6,2,-3,1,1.1,24
Cc1nnc(NC(=O)c2oc3c(ccc4ccccc43)c2C)s1,-4,1.2,-18,-8,-4,1,-3,1,21
Cc1nc2ccc(NC(=O)N3CCC(c4ccccc4)C3)cc2nc1C (stereo not given),8,0.96,4,-7,-8,0,-17,0.92,-7
COc1ccc(/C=C/C(=O)c2cc(Br)ccc2O)cc1OC,6,1,-3,-7,-1,-5,0,0.94,14
CCOC(=O)c1c(CN2CCN(c3ccccc3)CC2)oc2ccc(O)cc12,14,0.89,11,7,-1,-3,2,0.86,4
Cc1ccc(C(C(=O)NCc2ccccc2)N(Cc2cccs2)C(=O)c2ccc3c(c2)OCCO3)cc1 (stereo not given),-40,1.1,-14,3,0,-6,2,1.4,14
Cc1cc(N2CC34C=CC(O3)C(C(=O)O)C4C2=O)no1 (stereo not given),-4,1,-2,-3,2,4,-3,1,-7
CN(C)/C=C/C(=O)c1ccccc1F,10,0.94,6,-4,-2,-2,-4,0.9,5
COc1cccc(OC)c1C(=O)N1CCN(S(=O)(=O)c2ccccc2)CC1,3,1.2,-18,-4,2,-1,-4,0.97,6
CCOC(=O)C1CCN(S(=O)(=O)c2ccc(OC)c(Cl)c2Cl)CC1,2,0.96,4,-7,-2,-1,-4,0.98,10
O=C(O)C(Sc1ccncn1)c1ccccc1 (stereo not given),10,1,-3,1,-3,-1,5,0.91,13
CCCNC(=O)Cn1nc(C(F)(F)F)cc1C,-8,0.96,4,-5,0,2,0,1.1,-7
CCC1COCCS(=O)(=O)N1Cc1ccc(C)cc1 (stereo not given),-21,1.2,-15,11,1,2,5,1.2,26

# Looked up above:
# `CCCNC(=O)Cn1nc(C(F)(F)F)cc1C` | A3A deaminase: 0
# `CCOC(=O)C1CCN(S(=O)(=O)c2ccc(OC)c(Cl)c2Cl)CC1` | A3A deaminase: -4

# (further entries)
SMILES,mIAP block,hIAP activ,hIAP block,APOBEC3G inh,SENP1 FRET inh,beta cell repl,A3A deaminase,mIAP activ,NLRP3 yeast inh
COc1ccc(CN2CCN(C(=O)CC(C)C)CC2)c(OC)c1OC,1,1,-1,-6,-1,-1,-3,0.99,6
O=C(CN(Cc1ccccc1)C(=O)c1csnn1)NCc1ccccc1,4,1.1,-11,-9,5,0,-3,0.96,3
Cc1ccc(S(=O)(=O)N[C@H](C(=O)NC2CCC(C)CC2)C(C)C)cc1 (stereo not given in full),-14,1,-4,-3,-8,-2,3,1.1,17
Cc1nnc(SCC(=O)Nc2ccccc2)[nH]c1=O,17,1,-3,-1,3,0,-3,0.83,3
O=C(Nc1ccc2c(c1)CCC2)Nc1ccc2c(c1)OCO2,-29,1,0,-4,1,-3,-2,1.3,-2
O=C(NNC1=NS(=O)(=O)c2ccccc21)c1ccc(Cl)cc1,1,0.94,6,-11,2,-3,-4,0.99,14
Cc1cc(C)c(S(=O)(=O)Nc2ccc(Cl)cn2)c(C)c1,-17,1.2,-21,1,0,1,1,1.2,-16
O=C(CN1CCCC1)Nc1ccc(Br)cc1[N+](=O)[O-],1,1.2,-16,-6,-1,-2,-5,0.99,10
O=C(Nc1ncc(Cc2cccc(C(F)(F)F)c2)s1)C1CCCO1 (stereo not given),10,1.1,-8,-1,0,-4,4,0.9,30
O=C(N(c1ccccc1)c1ccccc1)N(c1ccccc1)c1ccccc1,-6,1.1,-7,-11,0,-4,-3,1.1,-2
CC(C)(C)OC(=O)N1CCCC(C(=O)CC#N)C1 (stereo not given),2,1.1,-6,-4,-13,-3,-2,0.98,-2
COc1ccccc1N(Cc1ccccc1)S(=O)(=O)c1cccc(C(=O)NC2CC(C)(C)NC(C)(C)C2)c1,-2,1.1,-7,-5,1,-7,2,1,5
C/C=C\C=C\C(=O)N1CC2(CC(c3cccc(NC(=O)CC)c3)=NO2)C[C@H]1C(N)=O (stereo not given in full),-11,0.91,9,19,-4,-4,0,1.1,1
Cc1cc(=O)n2nc(N3CCC(C(=O)NCc4cccc(Br)c4)CC3)sc2n1,5,1,0,-4,-2,-3,-5,0.95,13
CCCNC(=O)C1CC2Cn3c(nc4ccccc43)C2N1C (stereo not given),2,0.86,14,-7,-3,0,-4,0.98,17

# The final 2 compounds of the section above open the next one:
SMILES,mIAP block,hIAP activ,hIAP block,APOBEC3G inh,SENP1 FRET inh,beta cell repl,A3A deaminase,mIAP activ,NLRP3 yeast inh
Cc1cc(=O)n2nc(N3CCC(C(=O)NCc4cccc(Br)c4)CC3)sc2n1,5,1,0,-4,-2,-3,-5,0.95,13
CCCNC(=O)C1CC2Cn3c(nc4ccccc43)C2N1C (stereo not given),2,0.86,14,-7,-3,0,-4,0.98,17
COc1ccc(/C=N/Nc2nc3ccccc3o2)cc1O,-1,1.1,-12,-6,2,-3,-2,1,12
COc1ccccc1NC(=O)CN1C(=O)COc2ccc(C)cc21,-1,1.2,-16,-6,0,-3,4,1,13
Cc1c(NC(=O)c2cccs2)cccc1[N+](=O)[O-],5,1.1,-12,-6,1,0,-3,0.95,4
O=C(Nc1cccc(Oc2ccc(C(=O)O)c(C(=O)O)c2)c1)c1ccc(-c2ccccc2)cc1,13,1,-2,-3,3,-5,5,0.87,18
COc1cc(/C=C/CO)cc(OC)c1OC/C=C(\C)CCC=C(C)C,8,1,-3,12,-1,-6,3,0.92,-11
Cc1ccc(S(=O)(=O)N(CC(=O)N/N=C/c2ccco2)c2cc(Cl)cc(Cl)c2)cc1,7,1.1,-11,-2,-1,-3,-4,0.93,7
CN1CCc2c(sc(NC(=O)Cc3ccc(F)cc3)c2C(N)=O)C1,-8,1,0,-5,-25,1,-6,1.1,10
O=C(CS(=O)c1cccc(C(F)(F)F)c1)Nc1ccc(Cl)cc1Cl (stereo not given),-2,0.96,4,-7,4,0,-3,1,6
CC[C@H](C)[C@@H](C(=O)N1CCNCC1)n1cc([C@@H](N)CC(C)C)nn1,6,0.91,9,-10,0,1,-5,0.94,-5
Cc1noc(C)c1CCC(=O)N1CCCC(CO)(Cc2ccccc2)C1 (stereo not given),1,0.99,1,1,-1,-2,-1,0.99,8
COc1ccc(CN2C(=O)c3ccccc3C2OC)cc1 (stereo not given),-10,1.1,-14,4,-1,-1,-8,1.1,11
Cc1ccc(F)c([C@H]2[C@H]3C=CC[C@@H](C)[C@@H]3C(=O)N2Cc2ccccc2)c1,3,0.93,7,7,1,-9,7,0.97,-24
CCOC(=O)c1sc(NC(=O)CSc2n[nH]c(-c3ccccc3)n2)c(C#N)c1C,12,1,-2,47*,-15,-4,2,0.88,26
O=C1CCCC2=C1C(c1ccccc1)n1c(s/c(=C/c3cccc(F)c3)c1=O)=N2 (stereo not given),4,0.94,6,2,5,-4,1,0.96,7
Cc1ccccc1NC(=S)N(CCN1CCCCCC1)Cc1cccs1,-7,1.2,-23,-4,2,1,1,1.1,-19
Cc1nc2ccccn2c1C(=O)NNS(=O)(=O)c1ccc(C(C)(C)C)cc1,8,0.92,8,-6,1,-2,-5,0.92,4
O=c1c(Cl)c(N2CCN(c3ccc(F)cc3)CC2)cnn1-c1nc2ccccc2s1,-6,0.96,4,-3,-2,-2,1,1.1,7
CC(C(=O)Nc1ccc(S(=O)(=O)N2CCCC2)cc1)N1CCN(c2ccccc2O)CC1 (stereo not given),-5,0.91,9,-3,0,3,3,1,16
CCOC(=O)N1CCN(C(c2ccc(C)cc2)c2sc3nc(C)nn3c2O)CC1 (stereo not given),8,0.89,11,3,2,-4,1,0.92,1
Clc1ccc(-c2nn3c(-c4ccccc4)nnc3s2)cc1,3,0.85,15,-2,-8,0,2,0.97,10
O=C(Nc1ccc(N2CCOCC2)cc1)c1cccc2c(Br)cccc12,7,0.96,4,-10,3,1,-3,0.93,30

# The list is partial (hit frequency here may not be typical).
